Screening data deposited in PubChem by several laboratories.
procasp7 counter: procaspase-7 activators, primary screen, counter-screen for procaspase-3 activator project, biochemical, absorbance, HTS, human | activation, % at 8.5 µM | Caspase-7 (Homo sapiens), P55210 | recombinant procaspase-7, Ac-DEVD-pNA absorbance 405 nm; D23A/D198A/D206A triple mutant, cannot self-cleave; scale: DMSO 0, 5 µM enzyme 100 | 0.093% of 330,000 active;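 active = percent activation above the screen-wide mean plus 3 SD, cut at about 25% in these data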
Target sequence (P55210 whole entry D23A/D198A/D206A): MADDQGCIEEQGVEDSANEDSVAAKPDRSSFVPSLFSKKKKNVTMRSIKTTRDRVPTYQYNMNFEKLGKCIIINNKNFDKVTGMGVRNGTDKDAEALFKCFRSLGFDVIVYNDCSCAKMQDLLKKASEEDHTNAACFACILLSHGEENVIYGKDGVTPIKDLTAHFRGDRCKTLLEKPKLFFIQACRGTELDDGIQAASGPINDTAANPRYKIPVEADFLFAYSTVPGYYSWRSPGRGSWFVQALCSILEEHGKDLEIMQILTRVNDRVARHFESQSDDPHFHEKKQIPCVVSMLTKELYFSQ
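Material: Procaspase-7 triple mutant (PC-7 D3A) | Quantity: 2 µM procaspase-7 mutant as dispensed | Reagent: DEVD-pNA substrate | Times: 1 h preincubation, 2 h reaction | Technique: 405 nm absorbance of p-nitroaniline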
PP1 counter: PP1-alpha phosphatase inhibitors, primary screen, counter-screen for PP5 inhibitor project, biochemical, fluorescence, OMFP substrate, single point; Serine/threonine-protein phosphatase PP1-alpha catalytic subunit (Homo sapiens), P62136; purified PP1alpha; inhibition, % at 6.7 µM; 0.9% of 320,000 active; AID 2235, 2010;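 active = inhibition above the mean inhibition of all tested compounds plus 3 SD, computed separately for each screening campaign, cut at about 15% in these data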
Target sequence (P62136 whole entry, looked up): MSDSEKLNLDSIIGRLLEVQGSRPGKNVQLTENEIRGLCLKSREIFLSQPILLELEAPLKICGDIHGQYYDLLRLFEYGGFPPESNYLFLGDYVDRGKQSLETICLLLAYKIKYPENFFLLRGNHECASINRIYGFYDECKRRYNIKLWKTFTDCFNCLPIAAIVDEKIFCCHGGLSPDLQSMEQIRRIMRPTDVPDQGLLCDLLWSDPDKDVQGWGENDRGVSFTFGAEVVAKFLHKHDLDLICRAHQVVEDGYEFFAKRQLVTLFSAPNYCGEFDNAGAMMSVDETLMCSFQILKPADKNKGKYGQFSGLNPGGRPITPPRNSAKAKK
Fh CTSL1 inh: Fasciola hepatica cathepsin L1 inhibitors, primary screen, counter-screen for PFM18AAP inhibitor project, biochemical, QFRET, fluorogenic peptide substrate; recombinant F. hepatica cathepsin L1, Z-Leu-Arg-MCA fluorescence; inhibition, % at 5.96 µM; 0.49% of 300,000 active; AID 1906, 2009;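 active = inhibition above the mean of all tested compounds plus 3 SD, set per screening campaign, cut at about 17% in these data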;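 also: 0% = plate median of test compound wells and 100% = 1 µM Z-Phe-Ala-diazomethylketone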
PP5 primary: PP5 phosphatase inhibitors, primary screen, biochemical, fluorescence; 0.18% of 320,000 active; purified PP5c, OMFP substrate fluorescence; inhibition, % at 6.7 µM; Serine/threonine-protein phosphatase 5 (Homo sapiens), P53041;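 active = inhibition above the campaign's mean inhibition across all tested compounds plus 3 SD, cut at about 9.5% in these data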;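 also: 0% = DMSO only and 100% = 100 µM cantharidin control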
GRK2 inh: compounds blocking aptamer binding on GRK2 – biochemical, human GRK2, bead flow cytometry, HTS, primary screen; Beta-adrenergic receptor kinase 1 (Homo sapiens), P25098; FAM-aptamer displacement from GRK2; inhibition of aptamer binding, % at 10 µM; 0.59% of 330,000 active;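 active = inhibition of aptamer binding above 40%, roughly 3 SD of noise, on plates passing a quality check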;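 also: median bead fluorescence of bound FAM aptamer so fluorescent compounds give negative values; no value below 0 was filed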
VLA-4 inh: inhibition in human VLA-4 binding assay, primary screen, VLA-4 allosteric modulator project, MLPCN library, flow cytometry, VLA-4 expressing cells | ligand binding flow cytometry | Integrin alpha-4 (Homo sapiens), P13612 | inhibition, % (about 7 µM as worked out from the volumes in the protocol) | 0.2% of 330,000 active; in the data active = inhibition above about 50%
proCasp3 act: activators of human procaspase-3 D3A mutant, primary screen, biochemical, absorbance, PC-3 D3A mutant, single concentration; recombinant procaspase-3 D3A, Ac-DEVD-pNA absorbance 405 nm; activation, % at 8.5 µM; 0.11% of 330,000 active; AID 463141, 2010;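 active = activation above the mean of all tested compounds plus 3 SD, cut at about 21% in these data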;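 also: 0% = DMSO alone and 100% = DMSO wells spiked with extra 5 µM PC-3 D3A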
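Assay system: Autoprocessing-dead procaspase-3 D3A mutant enzyme; also added: Ac-DEVD-pNA; doses: one concentration, 8.5 µM nominal, 0.8% DMSO; times: 1 h compound preincubation, 2 h substrate hydrolysis at 25 °C; technique: 405 nm absorbance of p-nitroaniline, reads at 0 and 120 min; measure: % activation between DMSO and enzyme-spiked controls; repeats: single replicate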
core dimer inh: inhibitors of HCV core protein dimerization, primary screen, biochemical, TR-FRET, high-throughput; TR-FRET GST/Flag-core106 dimerization, 1536-well; inhibition, % at 5 µM; 0.33% of 300,000 active;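 active = inhibition above the mean of all tested compounds plus 3 SD, set per screening campaign, cut at about 45% in these data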
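System: GST/Flag-tagged HCV core106 proteins. Incubation: compound-protein-antibody incubation 4 h at 22.5 °C. Technique: HTRF with 340 nm excitation, 617/671 nm emission. Medium: KF-containing HEPES buffer, pH 7.45, DTT, CHAPS, BSA. Read-out: inhibition (%) from 671 over 617 nm ratio. Also added: Eu(K)-anti-GST 90 ng/mL plus XL665-anti-Flag 1 µg/mL.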
JMJD2C inh: inhibitors of GASC-1 histone demethylase, primary screen, biochemical, fluorescence, DELFIA europium. GST-JMJD2C(1-420) H3K9me3 demethylation. inhibition, % at 2.35 µM. 0.069% of 330,000 active. AID 2099, 2009;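 active = more than half of a compound's replicate wells show inhibition beyond 50%, single wells judged on their own value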;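 also: signal counts dimethyl H3K9 product captured on neutravidin plate; 0% = median of DMSO wells and 100% = 0.3 times that DMSO median; strong numbers were not always called active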
Target sequence (Q9H3R0 1-420 limits assumed): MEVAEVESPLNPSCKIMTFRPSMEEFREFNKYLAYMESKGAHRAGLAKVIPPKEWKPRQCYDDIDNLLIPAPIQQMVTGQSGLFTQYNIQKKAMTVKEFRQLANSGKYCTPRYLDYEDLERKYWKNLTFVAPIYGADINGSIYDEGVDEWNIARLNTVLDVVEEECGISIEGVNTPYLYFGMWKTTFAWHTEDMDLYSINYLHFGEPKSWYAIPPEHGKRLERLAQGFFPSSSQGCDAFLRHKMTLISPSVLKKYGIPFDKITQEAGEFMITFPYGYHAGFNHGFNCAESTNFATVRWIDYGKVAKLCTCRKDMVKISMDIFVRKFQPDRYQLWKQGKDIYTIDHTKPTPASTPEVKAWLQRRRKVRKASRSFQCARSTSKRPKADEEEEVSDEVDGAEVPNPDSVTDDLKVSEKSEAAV
Active calls of the source: *; / = not tested or not shown; & = joins results of further samples.

SMILES | procasp7 counter | PP1 counter | Fh CTSL1 inh | PP5 primary | GRK2 inh | VLA-4 inh | proCasp3 act | core dimer inh | JMJD2C inh
CCOC(=O)Cc1csc(NS(=O)(=O)c2ccc(C(F)(F)F)cc2)n1 | -1 | 1 | 0 | -1.4 | 0 | -6 | -3 | -3 | 2
O=C(N/N=C/c1cc2c(cc1[N+](=O)[O-])OCO2)c1cccnc1 | 4 | -5 | -1 | 2.9 | 6 | 6 | -4 | 1 | 6
Cc1ccc(N=C2S/C(=C/c3cccc(OCC(=O)O)c3)C(=O)N2C)cc1C | -3 | 7 | 6 | 1.2 | 20 | 7 | -3 | 8 | -17
CN(C(=O)COc1cc(=O)n(C)c2ccccc12)c1ccc(Br)cc1 | -1 | -1 | -2 | 0.5 | 3 | -13 | 4 | -2 | -6&-3
C/C=C(\C)CN1CCc2cc(OC)c(OC)cc2C1 | -6 | 0 | 2 | 3.2 | 0 | -1 | -3 | -2 | -8
Cc1cc(C)n(C(=O)CNc2ccccc2Cl)n1 | -11 | -2 | -2 | -0.5 | 1 | 5 | 11 | -6 | 0
CSCCC(NC(=O)c1ccc(C)o1)C(=O)O (stereo not given) | 8 | 9 | 1 | 1.8 | 0 | 2 | 5 | -10 | 2
CCCc1nc2ccccc2c(C(=O)OCC(=O)NCc2ccc3c(c2)OCO3)c1CC | -10 | 0 | -1 | 4.1 | 2 | 0 | -3 | -15 | 8
CCOC(=O)C1(Cc2cccc(Cl)c2)CCCN(C(=O)c2ccc(C)nc2)C1 (stereo not given) | 8 | 2 | 0 | 3.5 | 1 | 15 | 5 | 0 | -14
CC1(C)CC(=O)C2=C(C1)N1C(=C(C#N)C2c2ccc(Cl)cc2)N=C(N)c2ccccc21 (stereo not given) | -11 | -3 | 2 | 2.8 | 4 | -15 | -16 | 10 | -2
C(#Cc1ccccc1)Cn1nnc2ccccc21 | 1 | 0 | -2 | 1.6 | 0 | 7 | 1 | 4 | -9
COC(=O)C(CC(C)C)NC(=O)c1ccc([N+](=O)[O-])cc1 (stereo not given) | 8 | 1 | 1 | 2.8 | 1 | -2 | 6 | -6 | 3
CC(C)(C)C1=NN(c2ccc([N+](=O)[O-])cc2)C(c2ccccc2)C1 (stereo not given) | -11 | 5 | 0 | 3.8 | 4 | 7 | -22 | 5 | 3
CC(=O)N1CCOc2ccc(S(=O)(=O)NC(C)c3ccccc3)cc21 (stereo not given) | -4 | -3 | -1 | -0.3 | 0 | 9 | -2 | 4 | -3
COc1ccc(C)cc1S(=O)(=O)Nc1cccc(Cl)c1 | 5 | -1 | 4 | 2.6 | 0 | 2 | 4 | 4 | 8
COC(=O)c1cccc(NC(=O)c2ccco2)c1 | 13 | 0 | 4 | -1.1 | 1 | 19 | -9 | 2 | -8
COc1cccc(CN(C)C(=O)c2cc(S(=O)(=O)NC3CCCCC3)ccc2C)c1OC | 1 | -3 | / | 2.8 | 0 | 6 | 8 | / | 3
Cc1ccnc(NC(=O)CCC(=O)N(CC(=O)NC(C)(C)C)C2CCCC2)c1 | 7 | 1 | 2 | -1.9 | 0 | -5 | 10 | 4 | 4
O=C(NCc1n[nH]c(=S)n1-c1cccc(Cl)c1)c1cccs1 | 11 | -2 | 0 | 2.7 | 0 | -4 | 4 | -3 | 18
Clc1cccc(Cl)c1CNC1CCCC1 | 4 | -4 | -2 | 1.7 | 0 | 6 | -8 | -2 | -21
O=c1c2c(ncn2C2CCCC2)n(Cc2ccccc2)c(=O)n1CCOc1ccc(Br)cc1 | 4 | 4 | 3 | -0.6 | 100* | 12 | -8 | 0 | 32
c1ccc(C2=NCCCN2)cc1 | -3 | 1 | -3 | 1.2 | 1 | 9 | 1 | 2 | 1
CN(C(=O)COC(=O)CN1C(=O)c2cccc([N+](=O)[O-])c2C1=O)c1ccccc1 | 3 | -4 | / | 4.0 | 2 | 0 | 2 | / | -4
O=C(Oc1cccc2cccnc12)c1ccc(Br)o1 | -10 | -2 | 0 | -1.2 | 2 | 2 | 1 | -6 | -4
Cc1ccc(C(=O)N2CCCC(CCC(=O)N3CCN(c4ccccn4)CC3)C2)cc1 (stereo not given) | 6 | 2 | 4 | -0.8 | 2 | -7 | 1 | -6 | -6

Next part:
SMILES | procasp7 counter | PP1 counter | Fh CTSL1 inh | PP5 primary | GRK2 inh | VLA-4 inh | proCasp3 act | core dimer inh | JMJD2C inh
Cc1ccccc1NC(=O)Cc1nc(COC(=O)CCc2ccccc2)cs1 | -12 | 2 | / | 3.0 | 0 | -5 | 2 | / | 11
COc1ccc(-c2nc3c4ccccc4ccn3c2C=O)cc1 | 6 | -1 | 2 | 0.5 | 0 | -5 | 3 | 11 | 0
Cc1ccc(NC(=O)Nc2cccc(C(F)(F)F)c2)nc1 | 0 | 2 | 2 | 3.9 | 0 | 3 | 7 | -1 | 3
O=C(Nc1cc(C(F)(F)F)ccc1-n1cncn1)c1ccc(-c2ccccc2)cc1 | 2 | 4 | 2 | 1.7 | 0 | -2 | 3 | -5 | 7
CC1c2[nH]c3ccccc3c2C[C@H]2C(=O)N(CCO)CC(=O)N12 (stereo not given in full) | -2 | 1 | -3 | 0.2 | 0 | -1 | 3 | 2 | -2
Cc1ccc(OC(=O)c2cc(=O)c3ccccc3o2)cc1 | 5 | -2 | 0 | -0.4 | 0 | -16 | 6 | -6 | -1
CCOC(=O)C1(Cc2cccc(F)c2)CCN(Cc2nc(CC)[nH]c2C)CC1 | -2 | 2 | -6 | 2.2 | 0 | -16 | 3 | -2 | -11
CN(Cc1ccccc1)c1ncnc(N)c1[N+](=O)[O-] | -6 | -4 | 2 | 2.0 | 4 | 11 | 3 | 2 | -5
O=C(Nc1ccc(Cl)cc1)N1CCC(c2nc(-c3ccc(F)cc3)no2)CC1 | 10 | -5 | 1 | 6.0 | 0 | -32 | 5 | -3 | 0
CS(=O)(=O)N(Cc1ccccc1Cl)c1ccc(C(=O)NCc2cccnc2)cc1 | 2 | 6 | -2 | -1.9 | 0 | -9 | -1 | -7 | -4
O=C(N/N=C/c1ccc(N2CCCC2)c([N+](=O)[O-])c1)c1cccnc1 | 9 | 0 | -3 | 0.8 | 2 | 1 | -9 | -9 | -7
Cc1c(C(=O)Oc2ccc(-c3cnc4ccccc4n3)cc2)cccc1[N+](=O)[O-] | -5 | -4 | -1 | -0.6 | 0 | 2 | -18 | 2 | -6
CCc1ccccc1NC(=O)COc1ccc(N2CC(C(N)=O)CC2=O)cc1 (stereo not given) | 8 | -3 | -1 | -1.0 | 0 | 1 | 8 | 10 | -1
C/C(=N\NC(=O)c1cc(C)nc2ccccc12)c1ccco1 | 9 | 2 | -1 | 0.5 | 24 | 8 | 2 | -2 | -13
CCOc1ccc(N2C(=O)C3C4C=CC(CC4)C3C2=O)c([N+](=O)[O-])c1 (stereo not given) | -2 | -4 | 0 | 0.8 | 0 | -2 | -3 | 0 | 3
O=C(c1ccc(Cl)cc1)c1oc2ccccc2c1CS(=O)c1ccccc1 (stereo not given) | -16 | 2 | 3 | 1.8 | 3 | 3 | 4 | 6 | 6
CC(=O)N1N=C(N)SC12CCCC2 | 2 | 7 | -1 | 2.8 | 0 | 9 | -1 | 0 | 10
CC(C)N(C(=O)COC(=O)c1ccc(Cl)c(S(N)(=O)=O)c1)C(C)C | -1 | 6 | -3 | 3.3 | 0 | 5 | -2 | -7 | 6
CCOc1ccc(-c2nnc(NC(=O)c3ccc(OCC(C)C)c(OC)c3)o2)cc1 | -2 | 4 | 2 | 0.4 | 0 | 1 | 10 | -1 | 7
CN(C)CC(O)COc1ccc(C(C)(C)c2ccc(OCC(O)CN(C)C)cc2)cc1 (stereo not given) | 4 | -1 | -1 | 1.6 | 0 | 8 | -3 | -5 | -9
O=C(NC(=S)Nc1c(Cl)ccc2nsnc12)c1ccccc1F | -7 | -5 | -4 | -4.2 | 0 | -1 | -3 | -66 | -16
Cc1cccc(C(=O)OC(C)C(=O)NC(=O)NC2CCCCC2)c1O (stereo not given) | 1 | -1 | 3 | 2.3 | 0 | 17 | 7 | -1 | 10
CC1=CC(c2ccc(Cl)cc2)n2nc(N3C(=O)CCC3=O)nc2N1 (stereo not given) | -1 | -5 | -1 | 3.0 | 4 | 13 | 0 | -1 | 7
CC(=O)Nc1ccc(C2=CC(=O)C[C@H](c3ccc(Cl)cc3)C2)cc1 | -1 | -1 | / | 3.8 | 4 | 0 | -6 | / | -4
COc1ccc(C2=NN(CN3C(=O)C(=O)c4ccccc43)C(c3cccc([N+](=O)[O-])c3)C2)cc1 (stereo not given) | 1 | 13 | -3 | -0.6 | 1 | 9 | 4 | 11 | 4

Reprinted from the part before: 3 compounds; new compounds follow.
SMILES | procasp7 counter | PP1 counter | Fh CTSL1 inh | PP5 primary | GRK2 inh | VLA-4 inh | proCasp3 act | core dimer inh | JMJD2C inh
CC1=CC(c2ccc(Cl)cc2)n2nc(N3C(=O)CCC3=O)nc2N1 (stereo not given) | -1 | -5 | -1 | 3.0 | 4 | 13 | 0 | -1 | 7
CC(=O)Nc1ccc(C2=CC(=O)C[C@H](c3ccc(Cl)cc3)C2)cc1 | -1 | -1 | / | 3.8 | 4 | 0 | -6 | / | -4
COc1ccc(C2=NN(CN3C(=O)C(=O)c4ccccc43)C(c3cccc([N+](=O)[O-])c3)C2)cc1 (stereo not given) | 1 | 13 | -3 | -0.6 | 1 | 9 | 4 | 11 | 4
CCN(C(=O)c1cccs1)c1nc(-c2ccc(OC)cc2)cs1 | 7 | -4 | 0 | -1.2 | 5 | -1 | 4 | 0 | 2
CCCCC(CC)CNC(=O)C(=O)C1C(=O)Nc2ccccc21 (stereo not given) | 3 | 2 | 3 | -1.5 | 1 | 7 | 3 | 6 | 7
CCOC(=O)c1cccc(NC(=O)Cn2c(CC(=O)NC)nc3ccccc32)c1 | 1 | -3 | -3 | 2.7 | 1 | 1 | 8 | 2 | 6
O=C(COc1ccccc1Cl)N1CCCC1 | 11 | -4 | -1 | 1.0 | 0 | 12 | -1 | -6 | -34
CCn1c(P(C)(=O)O)nc2cc(NC(=O)c3ccccc3Cl)ccc21 | 8 | 6 | 1 | 3.9 | 0 | -1 | 7 | -16 | -4
COc1ccc(-c2cn(CCO)nc2-c2ccc(OC)cc2)cc1 | -4 | -2 | -3 | 0.9 | 0 | 26 | 7 | -2 | -30

Rows were taken by chance; overall some 2.6% were active at least once.
